NR2E3 ag-1 – NR2E3 agonists in two-hybrid cells, primary screen, cell-based, luminescence, CHO-S, Gal4-NCOR/VP16-NR2E3; luciferase; inhibition of corepressor binding, % at 3.98 µM; 360,000 compounds, 0.35% hits; AID 602229, 2012;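 active = inhibition above the mean of all tested compounds plus 3 SD, cut at about 70% in these data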;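 also: 0% = DMSO with NR2E3 transfected cells and 100% = cells lacking NR2E3 construct; higher means lower luciferase signal from less NR2E3 corepressor binding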
Target sequence (Q9Y5X4 whole entry, looked up, the tested form may be a part): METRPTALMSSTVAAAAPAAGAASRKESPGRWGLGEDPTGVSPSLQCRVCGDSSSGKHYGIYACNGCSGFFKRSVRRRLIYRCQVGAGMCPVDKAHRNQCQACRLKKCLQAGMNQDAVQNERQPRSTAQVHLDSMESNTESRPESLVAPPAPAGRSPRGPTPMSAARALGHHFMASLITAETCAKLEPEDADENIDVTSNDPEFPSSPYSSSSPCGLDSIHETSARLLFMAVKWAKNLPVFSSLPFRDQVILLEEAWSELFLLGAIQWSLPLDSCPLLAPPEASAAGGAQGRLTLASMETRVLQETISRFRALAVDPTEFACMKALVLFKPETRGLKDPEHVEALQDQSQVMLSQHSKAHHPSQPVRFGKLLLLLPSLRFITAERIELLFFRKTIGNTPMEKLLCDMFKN
NR2E3 ag-2 – inhibitors of NR2E3-RetCOR corepressor binding, primary screen, NR2E3 agonist project, biochemical, TR-FRET, GST-NR2E3, biotin-RetCOR; Photoreceptor-specific nuclear receptor (Homo sapiens), Q9Y5X4; 1536-well; inhibition of corepressor binding, % at 4.78 µM; 320,000 compounds, 0.12% hits; AID 2300, 2010;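 active = percent inhibition above the cutoff of mean plus 3 SD of all tested compounds, set per screening campaign, cut at about 20% in these data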;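 also: 0% = DMSO wells and 100% = biotin wells as full block of FRET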
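Assay system: NR2E3–RetCOR corepressor complex. Quantity: 1.35 nM GST-NR2E3. Buffer or medium: pH 7.5 Tris-based buffer. Reagent: biotinylated RetCOR corepressor at 7 nM final. Schedule: 5 h at 4 °C. Detection: TR-FRET, emission read at 617 and 671 nm. Replicates: one well per compound, singlicate testing.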
CaV13 FRET inh – Disruptors of the CACNA1D IQ motif to Ca2+-dependent inactivation inhibitor domain association, primary screening, Förster resonance energy transfer in intact living …. HEK cells, CFP/YFP FRET ICDI-IQ, plate reader, 10 min; percent FRET-ratio fall versus neutral wells. inhibition, % at 12.3 µM. 340,000 compounds, 0.098% hits;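 active = mean replicate inhibition of at least 30% and at least 1% of replicates passing that level; inconclusive = only one of the two criteria is met; inactive = neither criterion is met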;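 also: 0% = median of the neutral control wells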
HIF-2a inh – HIF-2a reporter inhibitors, primary screen, luminescence, 786-0 RCC cells; 786-0 RCC cells HIF-2a reporter, luciferase luminescence, overnight; inhibition, % at 18.8 µM; 360,000 compounds, 0.72% hits; AID 624352, 2012;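 active = inhibition of the luminescence signal of 40% or more relative to plate controls, in a single-dose primary screen at 18.75 µM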
KKLEB cytotox – cytotoxicity in KKLEB CF airway cells, primary screen, cytotoxicity control for CF NF-kB inhibitor project, cell-based, uHTS, fluorescence assay plates; AID 602141, 2011; 360,000 compounds, 0.36% hits; activity change (cytotoxicity), % at 5 µM; KKLEB CF airway cells viability, ATPlite luminescence, overnight; hits give low values; cells stimulated with P. aeruginosa culture filtrate;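 active = corrected activity change at or below -50% at 5 µM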
Vif imaging – HIV Vif self-association inhibitors, primary screen, imaging, HEK293T, single point | HEK293T cells, Vif self-association by quenched fluorescence, 24 h | inhibition, % at 7.49 µM | 340,000 compounds, 0.35% hits; in the data active = inhibition above about 50%, passing the limit was not always enough; inconclusive = no clear call, values can overlap the other calls; inactive = below about 31%; also: some results filed as inactive read as strong as hits
PDI inh – inhibitors of human PDI, primary screen, biochemical, turbidity, single point, plate reader; 350,000 compounds, 0.052% hits; AID 588391, 2011; inhibition, % at 10 µM; Protein disulfide-isomerase (Homo sapiens), P07237; PDI insulin aggregation turbidity, A650, 90 min;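 active = mean inhibition across replicates of 30% or more, whatever share of single replicates reach that level; inconclusive = mean inhibition below 30% while every single replicate reaches 30%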;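 also: absorbance from insulin aggregation driven by PDI reduction with DTT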
Target sequence (P07237 whole entry, looked up): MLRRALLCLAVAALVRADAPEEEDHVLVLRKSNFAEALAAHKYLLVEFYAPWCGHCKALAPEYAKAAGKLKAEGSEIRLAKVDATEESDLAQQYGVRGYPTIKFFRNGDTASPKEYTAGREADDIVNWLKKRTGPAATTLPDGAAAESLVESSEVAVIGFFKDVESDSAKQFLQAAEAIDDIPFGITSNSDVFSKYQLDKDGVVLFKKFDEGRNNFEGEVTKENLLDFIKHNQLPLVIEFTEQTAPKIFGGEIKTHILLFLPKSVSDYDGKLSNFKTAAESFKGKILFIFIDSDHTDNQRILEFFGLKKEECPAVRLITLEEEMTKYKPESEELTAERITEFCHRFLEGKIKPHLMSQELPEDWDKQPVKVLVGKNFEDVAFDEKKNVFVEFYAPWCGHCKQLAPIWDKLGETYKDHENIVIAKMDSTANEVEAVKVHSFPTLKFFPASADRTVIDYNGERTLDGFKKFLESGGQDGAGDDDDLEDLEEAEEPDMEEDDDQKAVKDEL
TRPM1 prom inh – inhibitors of MITF-dependent TRPM1 promoter reporter, primary screen, cell-based, SK-MEL-5, single point, luciferase | inhibition, % at 12.5 µM | AID 488899, 2010 | 330,000 compounds, 0.83% hits | SK-MEL-5 TRPM1 promoter luciferase, 24 h;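 active = mean inhibition across replicates of 60% or more, whatever share of single replicates reaches that level; inconclusive = some that reach 60%, reason not given; inactive = mean inhibition across replicates below 60%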; also: values of inactives mirror those of a sister screen read the other way
Shn3 inh set2 – reduction of Shn3 3'UTR firefly luciferase signal, primary screen, Schnurri-3 inhibitor project, cell-based, Clone20 osteoblasts, set 2. Clone20 osteoblast Shn3 3'UTR firefly luciferase, 24 h. inhibition, % at 12.5 µM. 360,000 compounds, 0.52% hits;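 active = mean inhibition of at least 75% with every replicate also reaching 75%; inconclusive = mean inhibition at least 75% but some replicate below; inactive = mean inhibition below 75%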;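 also: 0% = median of neutral control wells and 100% = pilot-screen positive control compound; some compounds past the cut are filed as inactive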
Peg3 promoter – Peg3 promoter-driven luciferase inhibitors, primary screen, cell-based, HeLa, luciferase luminescence; 360,000 compounds, 1.7% hits; HeLa PEG-Prom luciferase reporter, overnight; AID 588405, 2011; inhibition, % at 20 µM;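 active = inhibition of at least 50% at 20 µM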
CF NFkB block – inhibitors of PAF-induced NF-kB signaling, primary screen, cell-based, GFP fluorescence, uHTS. KKLEB NF-kB-GFP reporter, GFP fluorescence overnight. inhibition, % at 5 µM. 360,000 compounds, 0.86% hits;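 active = at least 50% inhibition at 5 µM, scaled per plate between neutral and stimulator controls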;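 also: PAF is a Pseudomonas aeruginosa culture filtrate used as stimulus; plate controls were PAF-stimulated DMSO wells for no effect and unstimulated DMSO wells for full effect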
Starred values were filed as active, the others as inactive; ? = inconclusive; / = not tested or not shown.

SMILES	NR2E3 ag-1	NR2E3 ag-2	CaV13 FRET inh	HIF-2a inh	KKLEB cytotox	Vif imaging	PDI inh	TRPM1 prom inh	Shn3 inh set2	Peg3 promoter	CF NFkB block
CCOC(=O)C1CCN(C(=S)NC(=O)c2cccs2)CC1	-24	4	-3	-15	6	2	-4	6	-7	-25	-26
CCCN(CC(=O)Nc1ccccc1C)C(=O)c1ccc(N2CCOCC2)c([N+](=O)[O-])c1	-11	-1	-5	6	-8	-2	-10	-5	6	22	-1
Cc1c(NS(=O)(=O)c2cccc(C(=O)NCc3ccccc3)c2)c(=O)n(-c2ccccc2)n1C	-14	3	-5	23	7	-3	2	30	26	18	-16
COc1cccc(OC)c1C(=O)Nc1nnc(-c2ccc(F)cc2)s1	-16	4	-2	-33	14	-4	-3	-17	0	-13	12
CC(C)c1nc(SCC(=O)Nc2ccc([N+](=O)[O-])cc2Br)n[nH]1	4	-2	-8	-5	9	-5	2	7	47	0	-8
O=C(COC(=O)CC1CC2CCC1C2)Nc1ccc(F)cc1 (configuration not stated)	-4	4	-18	16	-16	6	15	-5	-2	4	0
NC(=O)N/N=C/c1sc(=O)n(-c2ccccc2)c1Cl	-5	-1	-4	-56	-7	-5	11	-12	-23	-24	5
COc1ccc(CCN(C)C(=O)C2CCN(C(=O)Nc3ccccc3)CC2)cc1OC	-2	-4	/	-1	2	1	-4	2	-2	-4	15
CC(C)OCCCNC(=O)C1CCN(S(=O)(=O)N2CCCCC2)CC1	-11	-1	/	8	10	27	-5	12	13	0	-12
CC(=O)c1ccc(NC(=O)C(C)Sc2nnnn2C)cc1 (configuration not stated)	-24	5	-7	-11	-20	9	-4	-4	-4	-8	-8
O=[N+]([O-])c1ccc(OCC2CC(c3ccccc3)=NO2)cc1 (configuration not stated)	-15	3	-5	-97	-11	-7	-3	-13	-2	-57	7
CC(C)c1ccc(OCC(=O)Nc2c3c(nn2C(C)(C)C)CS(=O)(=O)C3)cc1	3	6	-6	7	11	-5	-7	-1	11	5	-14
CC[C@H](C)/C=C(C)/C=C/c1cc2c(cn1)C(=O)[C@@](C)(OC(C)=O)C(O)=C2Cl	-23	/	/	-101	0	-15	/	/	-5	-41	10
COc1ccc(-n2c(Cc3cccn3C)nnc2SCC(=O)Nc2ccccc2)cc1	-16	7	-2	-10	-1	3	/	-10	9	13	3
O=C(COC(=O)c1c2c(nc3ccccc13)/C(=C\c1cccs1)CCC2)Nc1ccccc1	-13	1	-5	16	15	1	-1	-9	47	55*	-38
COc1ccc(S(=O)(=O)N2CCC(C(=O)Oc3c(OC)cccc3OC)CC2)cc1OC	13	-2	-6	8	-8	-2	-1	-4	17	-4	14
O=C(c1ccc(C(F)(F)F)cc1)N1CCN(S(=O)(=O)c2ccc3c(c2)OCCCO3)CC1	24	-1	-3	9	1	7	-8	16	21	8	-7
O=S(=O)(c1cccc(Cl)c1)N1CN(CC2CCCO2)c2nc3ccccc3nc21 (configuration not stated)	-23	0	-13	-59	3	4	2	-3	-7	-10	-8
C=CCC1c2cccc(C(=O)O)c2C(=O)N1c1ccc(Cl)cc1 (configuration not stated)	-11	1	-3	8	7	-1	-4	12	-6	6	2
CC(C)C(NC(=O)c1ccccc1)C(=O)OCC(=O)N1CCCC1 (configuration not stated)	7	5	-4	-2	-2	-5	-9	8	11	7	18
CCCC(C)c1nnc(NC(=O)c2cc(C(=O)OC)cc([N+](=O)[O-])c2)s1 (configuration not stated)	3	1	-7	12	-3	0	-2	-7	15	-1	9
CN1CCN(NC(=S)NC2CCCC2)CC1	-17	1	-4	7	8	23	6	3	6	5	-3
Cc1ccc(CN2C(=O)C(Cc3ccccc3)Nc3ncnc(N4CCOCC4)c32)cc1 (configuration not stated)	-4	/	-6	2	-10	/	/	/	20	-2	-2
Cc1ccc(CCNC(=O)CN(c2ccc(C)cc2)S(=O)(=O)c2c(C)noc2C)cc1	-6	2	-14	13	2	-8	-7	0	0	5	9

Reprinted at random: 2 compounds from above
SMILES	NR2E3 ag-1	NR2E3 ag-2	CaV13 FRET inh	HIF-2a inh	KKLEB cytotox	Vif imaging	PDI inh	TRPM1 prom inh	Shn3 inh set2	Peg3 promoter	CF NFkB block
CN1CCN(NC(=S)NC2CCCC2)CC1	-17	1	-4	7	8	23	6	3	6	5	-3
O=C(COC(=O)c1c2c(nc3ccccc13)/C(=C\c1cccs1)CCC2)Nc1ccccc1	-13	1	-5	16	15	1	-1	-9	47	55*	-38

(list continues)
SMILES	NR2E3 ag-1	NR2E3 ag-2	CaV13 FRET inh	HIF-2a inh	KKLEB cytotox	Vif imaging	PDI inh	TRPM1 prom inh	Shn3 inh set2	Peg3 promoter	CF NFkB block
Cn1nc(C(=O)N2CCN(c3ccccc3F)CC2)c2c1-c1ccccc1S(=O)(=O)C2	-23	0	-2	7	3	?	4	-7	9	7	-7
CC(C)(C)OC(=O)N1CCC(c2cc(-c3cccs3)n[nH]2)CC1	-31	0	-6	-67	3	-8	2	-13	6	-54	0
CCCCN(C(=O)c1ccc2c(c1)S(=O)(=O)N=C1CCCCCN12)c1c(N)n(CCCC)c(=O)[nH]c1=O	2	-1	-4	-5	16	2	13	-1	-2	-2	7
O=C(NC(=S)NC1CCCCC1)c1ccccc1[N+](=O)[O-]	-31	-1	-5	-59	-14	-12	2	-13	-6	-64	22
CCOC(=O)c1oc2ccc(S(=O)(=O)n3nc(-c4ccccc4)cc3N)cc2c1C	-3	2	-5	12	-4	-19	-3	26	84	25	19
CCOc1cc(N2CCOCC2)c(OCC)cc1NC(=O)c1ccc2ccccc2n1	-37	1	0	-95	-14	-8	9	-18	26	-4	26
N#CC1=C(N2CCCCC2)c2cc3c(n2C1=O)CCCC3	-10	-2	/	13	-11	-10	-4	8	11	7	9
Cc1ccccc1-n1c(Cn2c(=O)sc3ccccc32)nnc1SCC(N)=O	-33	5	-2	4	2	12	/	-5	7	8	-2
O=c1ccn([C@@H]2O[C@H](CNCc3ccccc3)[C@@H](O)[C@H]2O)c(=O)[nH]1	-25	/	-3	17	3	8	/	/	-2	-10	8
COc1cccc(/C=N/Nc2ccnc(=O)[nH]2)c1O	-20	-4	-4	-116	-5	-6	-2	-3	-37	-8	6
Cc1ccc(C(=O)/C=C/Nc2ccccc2C(N)=O)cc1	-160	3	-3	-8	-56*	/	-3	-1	-10	-17	-18
Cc1ccc(S(=O)(=O)N(C)c2ccc(C(=O)Nc3c(C)n(C)n(-c4ccccc4)c3=O)cc2)cc1	-1	3	2	17	-15	0	0	-6	23	8	10
CC1CCCCC1NCC#CCOc1ccc(Cl)cc1 (configuration not stated)	4	2	1	-17	-17	29	-1	-16	-10	-12	-4
Cc1nc(Nc2cccc(C(F)(F)F)c2)nc2c1C(=O)CC(C)C2 (configuration not stated)	-5	1	-3	-11	-7	-8	-6	-12	-1	-5	4
O=C(Nc1ccc(F)cc1)/C(=C1/CCCCCN1)[N+](=O)[O-]	-20	2	-13	0	5	-1	4	1	-24	-16	-1
Cc1nn(-c2ccc(F)cc2)c(C)c1NS(=O)(=O)c1ccc2ccccc2c1	-13	-1	-8	29	-3	-9	-4	0	-3	29	5
CCc1nnc(NC(=O)c2c(OC)cccc2OC)s1	-1	-1	-9	5	16	/	3	1	3	9	1
CCOC(=O)c1cccc2c1-c1ccccc1/C2=N/O	-29	-5	-2	20	-31	-11	-1	4	19	8	86*
CCOc1cc(N2CCOCC2)c(OCC)cc1NC(=O)COc1cccc2cccnc12	3	0	/	22	-6	-9	0	84*	?	109*	-8
COc1ccc(C2=NN(Cc3ccccc3)C3C(=O)NC(=O)C23)cc1 (configuration not stated)	-31	2	-3	-9	4	-5	5	-7	-5	-33	-9
COCCCNC(=O)Nc1ccc(Br)cc1Cl	-41	4	-5	-98	-2	-17	0	-33	-11	-23	6
Nc1ccc(C(=O)Nc2ccc(Nc3ccncc3)cc2)cc1	5	-4	-18	-4	18	2	-2	2	-3	-3	-11
O=C1CCCN1CC(O)CS(=O)(=O)Cc1ccc(Cl)c(Cl)c1 (configuration not stated)	-18	4	-4	11	-3	1	-8	5	4	7	1
CC(=O)NC(Cc1c[nH]c2ccccc12)C(=O)NCc1ccc2c(c1)OCO2 (configuration not stated)	13	2	-9	4	-2	35	2	3	-8	13	3
CC(C)C[C@H](NC(=O)N1CCn2c1nc1ccccc12)C(=O)NCc1ccc2c(c1)OCO2	-36	-1	-16	20	5	3	5	9	10	10	5
Cc1cc[n+](C(C)C(=O)c2ccc(Cl)cc2)cc1 (configuration not stated)	-3	1	-19	17	-11	6	7	18	1	2	18
CC(C)NC(=O)c1cc2cc(Br)ccc2oc1=O	-9	3	/	-42	10	/	4	-7	7	-17	-13
Nc1ccc(N2CCN(c3ccc(F)cc3)CC2)cc1	-14	-2	-3	-23	1	-3	-12	-7	-18	-42	0
O=C(CSc1nnc(Cn2nnc(-c3ccccc3)n2)n1-c1ccccc1)Nc1ccc(F)cc1	0	0	-4	27	-2	-5	12	-7	25	19	6
Cc1ccc(OCCN2CCC2(C)C(=O)Nc2ccc3c(c2)OCO3)cc1 (configuration not stated)	-9	/	-12	-41	-17	-7	-10	/	7	-19	-11
COc1ccccc1CNS(=O)(=O)c1c(C(=O)N2CCCCCC2)c(C)n(C)c1C	15	-4	-14	7	2	8	-9	0	10	7	-22
CCCC(=O)Nc1sc2c(c1C(=O)OC)C(C(=O)OC)CC2 (configuration not stated)	-10	0	-4	-3	3	20	15	1	-14	12	-4
Cc1c(C(=O)Nc2cc(F)cc(F)c2)cnn1-c1ccccc1	-160	2	-5	-354	-9	-2	0	-120	-116	-387	-11
O=C(O)C1CCCN1c1ncnc2ccccc12 (configuration not stated)	5	1	-6	6	0	-4	0	12	6	9	10
CCOc1ccc2[nH]c3nc(SCC(=O)OC(C)C)nnc3c2c1	-5	-1	-2	19	-6	7	1	5	6	18	-8
COc1ccc(Oc2coc3cc(OC(=O)/C=C/c4ccccc4)ccc3c2=O)cc1	-17	-2	-5	-34	8	6	-6	-11	-15	-17	6
Cc1[nH]c(=O)[nH]c(=O)c1Cc1cccc2ccccc12	-9	4	-3	14	3	21	4	3	-20	9	2
